# JMJD2A Tudor: JMJD2A Tudor domain (human) inhibition. 4.4% of 390,000 active. Potency, µM (series often up to 114 µM), without a hit: at the highest dose activity change, negative = inhibition, actives largely listed as inhibitors. O75164. AlphaScreen JMJD2A-Tudor / H3K4me3 peptide binding; note: % is set by controls: 0 for no effect and ±100 for the full control effect; nearly all actives have a fitted effect of over 50% in size
# TrxR1 inh: inhibitors of rat thioredoxin reductase 1; O89049; Potency, µM (highest dose often 114 µM), without a hit: at the highest dose activity change, negative = inhibition, most hits filed as inhibitors; 1% of 390,000 active; recombinant rTrxR1, NADPH fluorescence consumption, selenite substrate; note: % is set by controls: 0 for no effect and ±100 for the full control effect; nearly all actives have a fitted effect of over 65% in size
# Target sequence (O89049 whole entry, looked up): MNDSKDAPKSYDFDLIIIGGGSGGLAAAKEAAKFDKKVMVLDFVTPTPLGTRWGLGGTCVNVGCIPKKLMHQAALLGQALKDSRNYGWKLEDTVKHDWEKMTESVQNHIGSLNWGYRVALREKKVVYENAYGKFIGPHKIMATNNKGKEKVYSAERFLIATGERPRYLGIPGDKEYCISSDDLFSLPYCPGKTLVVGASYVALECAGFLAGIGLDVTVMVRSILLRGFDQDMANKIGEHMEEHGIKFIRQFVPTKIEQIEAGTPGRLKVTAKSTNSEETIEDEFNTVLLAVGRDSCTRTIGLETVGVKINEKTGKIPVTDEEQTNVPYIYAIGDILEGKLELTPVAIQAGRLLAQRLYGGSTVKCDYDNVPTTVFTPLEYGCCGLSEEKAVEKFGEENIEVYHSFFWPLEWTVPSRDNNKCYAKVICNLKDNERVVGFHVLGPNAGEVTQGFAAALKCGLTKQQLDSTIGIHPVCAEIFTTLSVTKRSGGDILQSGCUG
#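 Rat TrxR1 (90 nM in the dispensed reagent) was pre-reduced with 400 uM NADPH for 5 min at room temperature, then incubated with compound for 15 min. After 400 uM selenite was added, NADPH fluorescence (Ex 340/Em 450 nm) was followed for 8 min.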
# Pin1 inh: inhibitors of human Pin1 | Q13526 | Potency, µM (highest dose often 115 µM), inactives show top-dose activity, negative = inhibition, most hits filed as inhibitors | AID 504891 | 0.009% of 390,000 active | Pin1 FP peptide displacement, HiFluor488, 10 min; active = well fitted inhibition curve with a large enough effect in the polarisation, with a control signal flat, not every such curve was filed as active; inconclusive = small, poorly fitted or top-dose-only effect, or effect the other way, or a change in a side signal; inactive = no such curve, though single readings can be large or run the other way; the % refers to the polarisation; note: % is set by controls: 0 for no effect and ±100 for the full control effect
# Target sequence (Q13526 whole entry, looked up): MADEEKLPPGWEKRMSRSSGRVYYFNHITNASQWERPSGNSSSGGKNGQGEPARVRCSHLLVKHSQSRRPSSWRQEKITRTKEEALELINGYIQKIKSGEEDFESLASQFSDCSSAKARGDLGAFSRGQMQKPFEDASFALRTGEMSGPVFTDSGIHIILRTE
# RGS4 inh: human RGS4 inhibition. Transcreener GDP fluorescence polarization, RGS4-accelerated GTP hydrolysis. Potency, µM (titrated, usually from 114 µM), for inactives: top-dose activity change, negative = inhibition, actives largely listed as inhibitors. 0.039% of 390,000 active. P49798. AID 504845; note: % is set by controls: 0 for no effect and ±100 for the full control effect; nearly all actives have a fitted effect of over 75% in size; some results filed as inactive show a strong effect at the top dose
# Target sequence (P49798 whole entry, looked up): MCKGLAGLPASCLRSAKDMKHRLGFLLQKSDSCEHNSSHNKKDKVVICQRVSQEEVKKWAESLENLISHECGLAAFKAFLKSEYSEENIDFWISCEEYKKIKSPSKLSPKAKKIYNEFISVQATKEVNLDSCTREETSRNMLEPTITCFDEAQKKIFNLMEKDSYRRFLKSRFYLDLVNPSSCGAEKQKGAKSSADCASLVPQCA
#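 MLSMR compounds (23 nl, pin-transferred) preincubated 10 min at room temperature with a 500nM (2x) first reagent, then RGS4 at 900nM (2x) plus Transcreener GDP mix added; fluorescence polarization (620/688 nm) read before and after 90 min at 30 °C.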
# GLS inhibitor: inhibitors of human glutaminase (GLS). O94925. GLS enzymatic activity, qHTS titration. Potency, µM (series often up to 45.5 µM), for the others: at the highest dose activity change, negative = inhibition, most hits filed as inhibitors. 0.21% of 410,000 active. AID 624170; note: % is set by controls: 0 for no effect and ±100 for the full control effect
#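 Compounds were pin-transferred onto hKGA, after which L-glutamine (1 mM solution) and a detection mix of glutamate oxidase, HRP and Amplex Red were added. Initial and 30 min RT fluorescence reads were collected.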
# ERG-DNA inh: inhibitors of human ERG Ets domain-DNA interaction | P11308 | fluorescence polarization, His-ERG Ets domain / labelled DNA | Potency, µM (top dose mostly 76.9 µM), for inactives: at the top dose FP activity, negative = inhibition, hits mostly inhibitors | 0.028% of 370,000 active | AID 624246; active = well fitted inhibition curve with a large enough effect in the polarisation, with a control signal flat; inconclusive = small, poorly fitted or top-dose-only effect, or effect the other way, or a change in a side signal; inactive = no such curve, though single readings can be large or run the other way; the % refers to the polarisation;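 note: polarization taken with two DNA probes labelled with fluorescein and Texas red; % of control where 0% means no effect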
#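 His-tagged ERG Ets domain (1 uM in the protein solution; 300mM KCl, 50mM Tris-HCl, 1mM EDTA, 1mM DTT, pH 7.5) received compound, then a probe mix of 5 nM fluorescein-DNA and 100nM Texas-615-DNA. Fluorescence polarization was read for both dyes.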
# HP1b chromo inh: blocks HP1-beta chromodomain binding to methylated histone tails. AID 540317. Potency, µM (doses to about 114 µM), inactives show top-dose activity change, negative = inhibition, hits mostly inhibitors. AlphaScreen HP1-beta / biotin-H3K9me3 peptide binding. P83916. 0.56% of 390,000 active; note: nearly all actives have a fitted effect of over 70% in size; inactives centre near 23
# Target sequence (P83916 whole entry, looked up): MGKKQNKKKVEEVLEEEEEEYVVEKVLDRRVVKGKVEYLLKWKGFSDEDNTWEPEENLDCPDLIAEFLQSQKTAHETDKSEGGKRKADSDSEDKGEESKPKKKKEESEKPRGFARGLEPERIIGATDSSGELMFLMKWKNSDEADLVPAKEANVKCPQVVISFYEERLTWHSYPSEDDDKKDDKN
#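 HP1-beta protein (50 nM final) preincubated 30 min at room temperature with biotinylated H3(1-18)K9me3 peptide (50 nM) in PBS pH 7.4, 0.01% Tween-20, then compound added for 30 min. AlphaScreen streptavidin donor/nickel chelate acceptor beads (10 ug/mL final), 30 min dark, luminescence read.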
# ALOX12 inh: inhibitors of human 12S-lipoxygenase ALOX12; purified 12hLO, xylenol orange hydroperoxide absorbance; Potency, µM (series often up to 108 µM), inactives show at the top dose activity change, negative = inhibition, most hits filed as inhibitors; 1.1% of 580,000 active; AID 1671190; note: % is set by controls: 0 for no effect and ±100 for the full control effect
#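 Hydroperoxide product was detected by ferrous iron/xylenol orange as the 573 to 405 nm absorbance ratio. Arachidonic acid at 40 uM (final) was turned over for 30 min at room temperature by 150 nM human 12hLO, pH 7.0 Hepes buffer, after 15 min compound preincubation.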
# Tb PGK inh: inhibitors of T. brucei phosphoglycerate kinase; P07378; PGK/GAPDH coupled, Kinase-Glo luminescence, 60 min; Potency, µM (doses to about 57.5 µM), without a hit: at the highest dose activity change, negative = inhibition, usual class: inhibitors; 0.043% of 380,000 active; AID 602233; note: % is set by controls: 0 for no effect and ±100 for the full control effect; nearly all actives have a fitted effect of over 60% in size
#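 Recombinant glycosomal PGK reaction used 1,3-bisphosphoglycerate generated in-well by GAPDH (100nM final) in 100mM TEA pH 7.6, 5mM MgCl2, 0.01% Tween-20. After 60 minutes at room temperature, ATP was read by Kinase-Glo Plus luminescence end-point.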
# * marks the source's active call; other numbers are inactive results; i = inactive; ? = inconclusive; . = no result given; & = joins results of further samples; [ ] = dose if it differs, or a comment. Unless noted, calls come from the whole dose curve; as a rule, active = well fitted curve in the direction sought with a large enough effect; inconclusive = small, poorly fitted or top-dose-only effect, or another doubt; inactive = no such curve, though single readings can be large; an effect the other way counts as inactive or inconclusive. Potency is the fitted concentration of half-maximal effect. The list is partial, so the mix of outcomes need not match the whole.
JMJD2A Tudor	TrxR1 inh	Pin1 inh	RGS4 inh	GLS inhibitor	ERG-DNA inh	HP1b chromo inh	ALOX12 inh	Tb PGK inh	molecule
-20%	-7%	-5%	-50%	-4%	-16%	-20%	-12%&-24%	-8%	CCCCCn1c(SCCN2CCOCC2)nc2c1c(=O)[nH]c(=O)n2C
-35%	-7%	7%	11%	-9%	8%	23%	-2%	-9%	C=CCSc1nc2sc3c(c2c(=O)n1-c1ccccc1)CCN(C)C3
?	-10%	6%	4%	3%	0%	1%	11%	-2%	CCn1cc(CNC(=O)C2CCC(=O)N(CCc3cccc(F)c3)C2)cn1 (centres undefined)
-12%	-8%	-18%	-17%	0%	.	-7%	?	10%	CCSC1OC(C(COC(C)=O)OC(C)=O)C(OC(C)=O)C1NC(C)=S (centres undefined)
-9%	-21%	3%	1%[11.4 µM]	-2%	-7%	76%[activator]	0%	9%	O=C(COC(=O)CNC(=O)c1cccc(F)c1)NCCC1=CCCCC1
-8%	11%	-2%	-2%	0%	-1%	26%	0%	0%	Cc1cn(C2CC3OCC3O2)c(=O)[nH]c1=O (centres undefined)
-5%	21%	6%	-22%	-1%	0%	18%	-6%	.	COc1cccc(NC(=O)CSc2nnc3scc(-c4ccc(Cl)cc4)n23)c1
-12%	-4%	-2%	1%	6%	5%	9%	-1%	i	Cc1cc(/C=N/NC(=O)c2cccs2)c(C)n1-c1cnccn1
-17%	-20%	-4%	0%	2%	-6%	28%	?	0%	O=C(O)CC12CC3CC(C1)CC(n1ncc(NCC4CCCO4)c(Cl)c1=O)(C3)C2 (centres undefined)
-10%	9%	-15%	45%	2%	-4%	28%	0%	5%	Cc1ccc(C(=O)Oc2ccccc2N2C(=O)C3CCCCC3C2=O)cc1 (centres undefined)
-19%	-12%	5%	21%	10%	-7%	18%	27%	9%	C/C(CC(=O)Nc1ccccc1[N+](=O)[O-])=N\NC(=O)COc1ccccc1C
-1%	9%[57.1 µM]	3%	-33%	2%	-5%	31%	-2%	-8%	O=C(CCN1CCN(Cc2ccccc2)CC1)NNC(=O)Cc1ccc(Cl)c(Cl)c1
-16%	-1%	-9%	12%	2%	2%	4%	-9%	i	COc1ccc(NC(=O)CCCN(C)S(=O)(=O)c2ccc(C)cc2)cc1
2%	23%[57.1 µM]	-5%	-14%	-23%	-2%	46%[activator]	-4%	-6%	COc1cccc(NC(=O)Nc2cccc(C(=O)O)c2)c1
-24%	16%	1%	-14%	1%	7%	14%	1%	9%	COCCN1C(=O)c2cc(C(=O)Nc3ccc(OC)c(OC)c3)ccc2C1Nc1ccc(OC)c(OC)c1 (centres undefined)
-13%	13%[57.1 µM]	-1%	-32%	-14%	3%	34%[activator]	-1%	-7%	CCOC(=O)N1CCC(N2C(=O)c3ccccc3C2Nc2cc(C(=O)OC)cc(C(=O)OC)c2)CC1 (centres undefined)
-19%	18%	9%	-11%	1%	-6%	3%	-26%	-2%	Cc1ccc(S(=O)(=O)N2CCN(CC(=O)N/N=C\C(Cl)=C\c3ccccc3)CC2)cc1
-7%	-16%	0%	-8%	1%	-8%	32%	-4%	-8%	COc1ccc(F)c(CN2CCC(N3CCC(C(=O)N4CCOCC4)CC3)CC2)c1
4%	6%	10%	-27%	5%	13%	32%	-15%	0%	O=C(OCC(=O)N1CCc2ccccc21)c1cccc(S(=O)(=O)N2CCCc3ccccc32)c1
?	12%[11.4 µM]	-7%	?	-20%	-21%	-15%	32%	-4%	CN(N)c1ccc2c(C(F)(F)F)cc(C(F)(F)F)nc2n1
-4%	19%	-5%	-6%	5%	11%	33%	0%	-6%	O=C(CSc1oc(-c2ccc(F)cc2)nc1S(=O)(=O)c1ccc(Br)cc1)NC1CCCCC1
18µM*	7%	-1%	30%	2%	5%	19%	?	2%	N[C@@H](Cc1ccccc1)C(=O)N1CCC(C(=O)N[C@@H](CCC(=O)O)C(=O)O)CC1
12%	-6%	0%	-3%	2%	4%	12%	?	-4%	Cc1ccccc1NC(=O)C1C2CCC(O2)C1C(=O)O (centres undefined)
1%	-7%	10%	-7%	6%	-6%	27%	0%	-2%	Cc1ccc(S(=O)(=O)c2c(COC(=O)c3ccccc3Cl)c(-c3ccccc3)nn2C)cc1
-2%	18%[57.1 µM]	-1%	1%	-11%	-7%	40%[activator]	9%	0%	Nc1nnc(SCC(=O)NCc2ccc3c(c2)OCO3)s1
-27%	21%	-2%	-4%[11.4 µM]	6%	11%	-14%	-1%	6%	Cc1c(Cl)cccc1NC(=O)CCNC(=O)N1CC(=O)Nc2ccccc21
-17%	-2%	21%	7%	1%	10%	23%	-11%	i	COc1ccc(CNC(=O)C(=O)NCCC2CCCCN2S(=O)(=O)c2cccs2)cc1 (centres undefined)
4%	1%	-2%	-7%	-1%	-4%	25%	-5%	6%	Cc1ccc(CNC(=O)[C@H](C)NC(=O)C2CCN(C(=O)[C@@H]3CCCN3C(=O)OC(C)(C)C)CC2)cc1
2%	-2%[57.1 µM]	-4%	18%	6%	-3%	51%[activator]	0%	-1%	Cc1noc(C)c1S(=O)(=O)N1CCC(C(=O)NCCC2=CCCCC2)CC1
-10%	7%[57.1 µM]	1%	18%	3%	-2%	30%	2%	i	Cc1ccccc1C(=O)Nc1nc(-c2nnn(-c3ccc(C(C)C)cc3)c2C)ns1

# Remaining list, next part
JMJD2A Tudor	TrxR1 inh	Pin1 inh	RGS4 inh	GLS inhibitor	ERG-DNA inh	HP1b chromo inh	ALOX12 inh	Tb PGK inh	molecule
-10%	0%[57.1 µM]	3%	10%	1%	-5%	7%	-4%	3%	CC(OC(=O)Cn1cnc2c1c(=O)n(C)c(=O)n2C)C(=O)Nc1ccc(Cl)cc1 (centres undefined)
2%	12%	4%	17%	10%	5%	36%	-1%	5%	COc1cc(NC(=O)CSc2nnc(NC(C)C)s2)cc(OC)c1OC
84%[activator]	28%	-2%	12%	3%	5%	73%[activator]	10%	-5%	CCOc1ccccc1-c1nc(-c2cccc(Br)c2)no1
-11%[11.4 µM]	1%	-2%	-19%[11.4 µM]	-15%	2%	-7%	15%[57.4 µM]	1%	Cc1cc(C)c(-c2c(O)c3cccc4c3n(c2=O)CCC4)c(C)c1
19%	0%	-7%	11%	1%	3%	49%[activator]	?	-4%	CCOC(=O)C1CCN(Cc2cc(=O)oc3c(C)c(C)ccc23)CC1
-20%	-13%	-5%	-42%	-3%	4%	14%	-1%	-7%	COC(=O)c1c(NC(NC(=O)C(C)C)C(Cl)(Cl)Cl)sc2c1CCC2 (centres undefined)
-11%	-3%	-1%	-14%	0%	-3%	22%	0%	-1%	N#CCCN(CCC#N)c1nncs1
-11%	17%[57.1 µM]	-10%	-6%	-14%	-7%	3%	?	-3%	COc1ccc2c(c1)C=C(CN1CCN(C3CCCC3)C(CCO)C1)CO2 (centres undefined)
6%	24%	4%	4%	0%	15%	22%	-5%	-4%	CSCC[C@H](NC(=O)C(C)(C)Oc1ccc(Cl)cc1)c1nc2ccccc2[nH]1
-21%	10%	5%	7%	-1%	-1%	33%	-18%	5%	Cc1cc(C)cc(NC(=O)C2CCC(CNS(=O)(=O)c3ccc4c(c3)C(C)(C)C(=O)N4C)CC2)c1 (centres undefined)

# In another format: entries from further up
SMILES	JMJD2A Tudor	TrxR1 inh	Pin1 inh	RGS4 inh	GLS inhibitor	ERG-DNA inh	HP1b chromo inh	ALOX12 inh	Tb PGK inh
CCCCCn1c(SCCN2CCOCC2)nc2c1c(=O)[nH]c(=O)n2C	-20%	-7%	-5%	-50%	-4%	-16%	-20%	-12%&-24%	-8%
C=CCSc1nc2sc3c(c2c(=O)n1-c1ccccc1)CCN(C)C3	-35%	-7%	7%	11%	-9%	8%	23%	-2%	-9%
CCn1cc(CNC(=O)C2CCC(=O)N(CCc3cccc(F)c3)C2)cn1 (centres undefined)	?	-10%	6%	4%	3%	0%	1%	11%	-2%
CCSC1OC(C(COC(C)=O)OC(C)=O)C(OC(C)=O)C1NC(C)=S (centres undefined)	-12%	-8%	-18%	-17%	0%	.	-7%	?	10%
O=C(COC(=O)CNC(=O)c1cccc(F)c1)NCCC1=CCCCC1	-9%	-21%	3%	1%[11.4 µM]	-2%	-7%	76%[activator]	0%	9%
Cc1cn(C2CC3OCC3O2)c(=O)[nH]c1=O (centres undefined)	-8%	11%	-2%	-2%	0%	-1%	26%	0%	0%
COc1cccc(NC(=O)CSc2nnc3scc(-c4ccc(Cl)cc4)n23)c1	-5%	21%	6%	-22%	-1%	0%	18%	-6%	.
Cc1cc(/C=N/NC(=O)c2cccs2)c(C)n1-c1cnccn1	-12%	-4%	-2%	1%	6%	5%	9%	-1%	i
O=C(O)CC12CC3CC(C1)CC(n1ncc(NCC4CCCO4)c(Cl)c1=O)(C3)C2 (centres undefined)	-17%	-20%	-4%	0%	2%	-6%	28%	?	0%
Cc1ccc(C(=O)Oc2ccccc2N2C(=O)C3CCCCC3C2=O)cc1 (centres undefined)	-10%	9%	-15%	45%	2%	-4%	28%	0%	5%

# Compound activity: PubChem BioAssay, National Center for Advancing Translational Sciences (NCATS)
